HePTP inh = inhibitors of human HePTP phosphatase, primary screen, biochemical, absorbance, leukemia target; Tyrosine-protein phosphatase non-receptor type 7 (Homo sapiens), P35236; recombinant HePTP phosphatase activity, OD absorbance; inhibition, % at 20 µM; hit rate 0.64% among 110,000; AID 521, 2006; in the data active = inhibition above about 50%;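 note: plate controls were vehicle for no effect and reference inhibitor for full effect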
Target sequence (P35236 whole entry, looked up): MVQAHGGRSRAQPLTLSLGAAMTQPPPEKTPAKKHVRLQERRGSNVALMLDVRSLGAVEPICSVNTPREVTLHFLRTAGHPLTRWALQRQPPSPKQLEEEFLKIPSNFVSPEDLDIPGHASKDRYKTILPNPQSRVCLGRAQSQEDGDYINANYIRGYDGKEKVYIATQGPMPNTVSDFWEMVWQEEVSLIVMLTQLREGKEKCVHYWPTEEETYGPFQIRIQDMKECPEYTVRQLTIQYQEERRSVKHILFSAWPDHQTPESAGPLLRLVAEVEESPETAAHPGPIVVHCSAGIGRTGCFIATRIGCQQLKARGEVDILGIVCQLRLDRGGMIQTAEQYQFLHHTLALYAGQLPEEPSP
BAP1 inh = inhibitors of BAP1 deubiquitinase, primary screen, biochemical, Ub-AMC fluorescence, kinetic; activity remaining (% of control), % at 20 µM; hit rate 0.48% among 72,000; AID 436, 2006; Ubiquitin carboxyl-terminal hydrolase BAP1 (Homo sapiens), Q92560; recombinant BAP1, Ub-AMC hydrolysis fluorescence kinetic; active compounds read low;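 active = activity remaining at or below 50% of control, provided the compound also passes the data quality filters; inactive = the rest, including low values that fail the filters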;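 note: 100% = DMSO wells rate and 0% = substrate alone blank rate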
Target sequence (Q92560 whole entry, looked up): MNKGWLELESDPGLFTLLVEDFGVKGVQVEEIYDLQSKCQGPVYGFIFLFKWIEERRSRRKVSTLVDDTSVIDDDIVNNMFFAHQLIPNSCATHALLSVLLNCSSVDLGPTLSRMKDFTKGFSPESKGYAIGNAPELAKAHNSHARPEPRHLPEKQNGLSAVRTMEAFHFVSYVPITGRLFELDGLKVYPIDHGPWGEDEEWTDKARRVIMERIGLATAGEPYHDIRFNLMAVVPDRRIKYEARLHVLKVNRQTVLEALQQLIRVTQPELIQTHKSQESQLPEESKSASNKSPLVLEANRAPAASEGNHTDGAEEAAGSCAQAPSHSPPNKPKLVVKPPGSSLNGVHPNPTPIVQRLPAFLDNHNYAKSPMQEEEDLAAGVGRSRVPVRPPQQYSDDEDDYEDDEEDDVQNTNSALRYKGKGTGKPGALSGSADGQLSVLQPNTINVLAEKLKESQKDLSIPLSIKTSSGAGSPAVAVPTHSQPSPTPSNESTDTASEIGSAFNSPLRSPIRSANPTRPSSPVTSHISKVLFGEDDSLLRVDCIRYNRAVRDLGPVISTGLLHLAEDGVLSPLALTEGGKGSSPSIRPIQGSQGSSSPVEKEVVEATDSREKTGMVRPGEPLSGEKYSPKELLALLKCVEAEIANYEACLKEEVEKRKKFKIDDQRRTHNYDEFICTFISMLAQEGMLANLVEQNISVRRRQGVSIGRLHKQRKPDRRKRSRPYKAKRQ
An asterisk follows results filed as active; . = not tested or not shown; & = joins results of further samples.

SMILES	HePTP inh	BAP1 inh
CCOc1ccc(C(=O)Nc2cccc(-c3nc4cc(C)ccc4o3)c2C)cc1	2	.
NC(=S)NC12CC3CC(CC(C3)C1)C2	-4	.
O=C(c1ccccc1[N+](=O)[O-])N(Cc1ccccc1)c1ccccn1	.	60
COCCOC(=O)c1ccc(NC(=O)c2cc3ccccc3oc2=O)cc1	8	.
O=C(N/N=C\C=C\c1ccc2c(c1)OCO2)c1ccc(F)cc1	-11	.
CCCn1c(C)cc(C(=O)COc2ncnc3sccc23)c1C	0	99
O=C(Nc1nnc(CCS(=O)(=O)c2ccc(Br)cc2)s1)c1ccccc1Cl	.	57
CC1(C)Cc2c(c(-c3ccco3)[nH]c(=O)c2C#N)CS1	-3	61
Cc1nc2cc(N=Cc3ccccc3[N+](=O)[O-])ccc2n1C	.	71
O=C(N/N=C/c1ccncc1)c1cc(-c2ccccc2)n[nH]1	-2	.
CCn1c2c(c3cc(Cl)ccc31)CCC/C2=N\O	-8	.
COc1cc(NC(=O)c2nn3c(c2Br)NC(c2cccs2)CC3C(F)(F)F)cc([N+](=O)[O-])c1 (stereo not drawn)	5	.
CCOC(=O)c1nnn(-c2nonc2N)c1CNC(C)C	13	115
CC(Cc1ccccc1)NC(=O)CCC(=O)NC(C)Cc1ccccc1 (stereo not drawn)	25	.
Cc1cc(Cl)ccc1NC(=O)c1ccc(Cl)cc1	-24	.
CC(=O)O/N=C(N)/C(=N/OC(C)=O)c1nc2ccccc2[nH]1	-2	.
N/C(=N\OC(=O)C(c1ccccc1)c1ccccc1)c1ccccc1	1	.
CN(C)c1ccc(NC(=O)Nc2ccc(Cl)c(Cl)c2)cc1	-5	.
COC(=O)C1=C(C)NC(=O)CC1c1ccc(OC)cc1 (stereo not drawn)	-19	.
Brc1ccc(C(Cc2ccccc2)Nc2ccccn2)cc1 (stereo not drawn)	-16	.
CCOC(=O)N1CCC(N2CCN(S(=O)(=O)c3ccc(NC(C)=O)cc3)CC2)CC1	10	104
O=C(Oc1cccc2cccnc12)c1ccc(Br)o1	-5	96
CC(C)C1C(C#N)=C(N)Oc2n[nH]c(C(C)(C)C)c21 (stereo not drawn)	-2	108
Cc1cc(Cl)ccc1OCC(O)CN1CCN(CCO)CC1 (stereo not drawn)	8	.
CC1=C(C(=O)OC2CCCC2C)C(c2ccccc2)NC(=O)N1 (stereo not drawn)	10	.

Sorted by SMILES length (high to low): part of the list above.
SMILES	HePTP inh	BAP1 inh
O=C(Nc1nnc(CCS(=O)(=O)c2ccc(Br)cc2)s1)c1ccccc1Cl	.	57
CC(C)C1C(C#N)=C(N)Oc2n[nH]c(C(C)(C)C)c21 (stereo not drawn)	-2	108
CN(C)c1ccc(NC(=O)Nc2ccc(Cl)c(Cl)c2)cc1	-5	.

Entries of single compounds, quoted from the list. Screens in order: HePTP inh, BAP1 inh
`O=C(N/N=C/c1ccncc1)c1cc(-c2ccccc2)n[nH]1` is listed with -2, .
`CCOC(=O)c1nnn(-c2nonc2N)c1CNC(C)C` is listed with 13, 115
`O=C(c1ccccc1[N+](=O)[O-])N(Cc1ccccc1)c1ccccn1` is listed with ., 60

Continuation.
SMILES	HePTP inh	BAP1 inh
O=C(NCc1cccs1)C1CC(c2ccccc2O)=NO1 (stereo not drawn)	6	86
O=C(Nc1cccc2ccccc12)c1ccc(-c2ccccc2)cc1	4	.
Cc1cccc(C)c1NC(=O)c1cc2c(C)nn(-c3ccccc3)c2s1	-1	.
COc1cc(C(=O)N2CCN(C(=O)c3c(OC)cccc3OC)CC2)cc(OC)c1OC	.	231
CCCCN(CCCC)C(=O)CSc1nnc(-c2cc(OC)c(OC)c(OC)c2)o1	6	103
N#Cc1c(N)nc(SCC(=O)NCCc2ccccc2)c(C#N)c1-c1cccs1	4	311
COc1cccc(Cn2c(NCC(C)C)nc3c2c(=O)n(C)c(=O)n3C)c1	0	102
CCc1cc2c(=O)c(-c3nc4ccccc4s3)coc2c(CN2CCOCC2)c1O	0	.
CC1CCCC(C)N1C(=O)CSc1nnc(CSc2ncccn2)n1C (stereo not drawn)	-3	123
CCCCn1c(SCC(=O)Nc2cc(C)on2)nc2c1c(=O)n(C)c(=O)n2C	7	83
CCOc1ccc(C(=O)NCc2ccncc2)cc1	7	86
CCOc1ccc(C(=O)Nc2ccc(OC(F)(F)F)cc2)cc1Br	8	.
CCCC(=O)c1ccc(N2CCN(C(=O)OCC)CC2)c(F)c1	6&2	102
CC(C)N1CCC(=NNC(=O)C(O)c2ccccc2)CC1 (stereo not drawn)	8	.
O=C(NCc1cccnc1)C1c2ccccc2Oc2ccccc21	8	.
COC(=O)C1=C(C)N=c2s/c(=C/c3cccnc3)c(=O)n2C1c1ccc(C(C)C)cc1 (stereo not drawn)	-2	.
CCN1CCN(Cc2nc3c(c(=O)[nH]c(=O)n3C)n2Cc2ccccc2Cl)CC1	8	103
Cn1c(=O)c2c(nc(CN3CCc4ccccc4C3)n2Cc2ccc(F)cc2)n(C)c1=O	.	87
COc1ccc(/C=C/C(=O)Nc2ccc(C)c(C)c2)cc1	-3	.
COc1ccc(Cl)cc1NS(=O)(=O)c1c(C)cc(C)cc1C	-1	.
COc1cc(-c2noc(-c3ccc(Br)cc3)n2)cc(OC)c1OC	-3	.
COc1ccc(S(=O)(=O)N2CCCCC2)cc1C(=O)Nc1ccccc1	.	97
Cc1cc(C)n(-c2nc3ccccc3c(=O)n2OC2CCCCC2)n1	-1	98
O=C1CS/C(=N/N=C/c2cc3c(cc2[N+](=O)[O-])OCO3)N1	-29	.
C#CCOc1ccc(/C=C2\C(=O)NC(=O)N(c3ccc(Br)c(C)c3)C2=O)cc1	7	.

New compounds follow
SMILES	HePTP inh	BAP1 inh
COc1ccccc1/C=C/C=NN1CCN(Cc2ccccc2)CC1	1	.
Nn1c(SCC(=O)NC(=O)NC2CCCC2)nnc1-c1ccccc1F	6	92
COc1ccc(C)cc1NC(=O)CN1CCN(S(=O)(=O)c2ccc(C(C)C)cc2)CC1	5	49*
CC(C)(C)n1nc2c(c1NC(=O)c1ccco1)CS(=O)C2 (stereo not drawn)	-14	105
CC(C)(c1ccccc1)c1ccc(OCc2ccc(C(=O)O)o2)cc1	-19	.
COc1ccc(C(=O)CSc2nnc(-c3ccccc3)o2)cc1	5	96
CC1=C(C#N)c2nc(N)c(C#N)c(C)c2/C1=C\c1ccc(-c2ccc(C(=O)O)cc2)o1	-10	.
CCN(CC)c1ccc(C=N/C(C#N)=C(\N)C#N)cc1	9	97
CCSc1nnc(-c2cccc(S(=O)(=O)N(CC)CC)c2)n1Cc1ccccc1	3	102
COC(=O)C1=C(C)NC2=C(C(=O)CC(c3ccccc3)C2)C1c1cc(Cl)c(O)c(OC)c1 (stereo not drawn)	-4	.
COc1ccc(-c2noc(CN(C)S(=O)(=O)c3ccc(Cl)cc3)n2)cc1OC	-9	86
O=C(/C=C/c1ccc([N+](=O)[O-])cc1)Nc1ccccc1Cl	4	.
CCCC(=O)c1cc(-c2nc3ccccc3n2C)n(C)c1	11	68
O=C(Nc1nc2ccccc2n1Cc1ccc(Cl)cc1)c1ccccc1	-10	.
COc1ccccc1N1CCN(C(c2ccc(C)cc2)c2nnnn2C(C)C)CC1 (stereo not drawn)	13	88
CCN(CC)C(=O)CN1C(=O)C2CC=C(Cl)CC2C1=O (stereo not drawn)	9	97
O=C(Nc1ccc(Cl)cc1)N1CCC(c2nc(-c3ccc(F)cc3)no2)CC1	4	97
CCOc1ccc2nc(NCCNS(=O)(=O)c3ccccc3)c(C#N)cc2c1	-10	.
COc1ccc2c(Cl)c(C(=O)NCc3ccc4c(c3)OCO4)sc2c1	-2	.
CCc1cc2c(NCc3ccco3)ncnc2s1	7	.
COc1ccc(-c2cc(C(=O)N3CCCC3)c3ccccc3n2)cc1OC	9	.
COc1ccc(CN2CCN(Cc3ccncc3)CC2)c(OC)c1	-15	.
O=C(C(c1ccccc1)c1ccccc1)N1CCN(C2CC3CCC2C3)CC1 (stereo not drawn)	8	.
CC(C)C(=O)N1CCN(c2nc(-c3ccccc3)c3c(c2C#N)CC(C)(C)OC3)CC1	7	83
CCN1C(=O)OC2(CCCCC2)C1(C)O (stereo not drawn)	-1	105

The list goes on:
SMILES	HePTP inh	BAP1 inh
CCOC(=O)c1cc(NC(=O)c2cc(C)on2)cc(C(=O)OCC)c1	-3	105
Cc1ccc(C2NC(=O)c3c(sc4c3CCN(C)C4)N2)s1 (stereo not drawn)	1	83
COC(=O)c1c(NC(=O)c2ccc(OC)c(OC)c2)sc2c1CCC(C)C2 (stereo not drawn)	-11	.
C=CCN1C(=O)NC(=O)/C(=C\c2cccc(OCc3ccccc3Cl)c2)C1=O	-13	.
O=[N+]([O-])c1ccc(NCCNS(=O)(=O)Cc2ccccc2)cc1	-6	.
CC(C)(C)NCC(O)COC1CCC(C(C)(C)C)CC1 (stereo not drawn)	-5	.
CC1(C)CC2CC(C)(CN2C(=O)COC(=O)c2ccc(Cl)cc2N)C1 (stereo not drawn)	-4	.
O=C(O)c1cc(-c2ccc(/C=N/Nc3ccc([N+](=O)[O-])cn3)o2)ccc1Cl	12	.
COc1ccc(OCCNC(=O)c2ccc(C)cc2)cc1	6	.
O=C(Nc1nc2ccc([N+](=O)[O-])cc2s1)c1cccc(Oc2ccccc2)c1	-13	.
CC1=C(C(=O)OC2CCC(C)CC2)C(c2ccc([N+](=O)[O-])cc2)NC(=O)N1 (stereo not drawn)	.	117
C=CCc1ccc(OC(=O)NC2CCCCC2)c(OC)c1	6	.
Cc1ccc(C2CC(C(F)(F)F)n3ncc(C(=O)Nc4ccc(OC(F)(F)F)cc4)c3N2)cc1 (stereo not drawn)	4	.
Cn1c(=O)c2c(nc(Oc3ccc4c(c3)OCO4)n2Cc2ccc(Cl)cc2)n(C)c1=O	-12	91
Cc1ccc2oc(=O)c3cnn(CC(=O)NCCC(C)C)c3c2c1	6	99
CCOc1ccccc1C=NN1CCN(Cc2ccccc2)CC1	1	.
Cc1ccc(N(CC(=O)Nc2ccccc2Cl)S(C)(=O)=O)cc1Cl	5	.
Cc1ccc(-c2nc(CS(=O)CC(=O)N3CCN(c4ncccn4)CC3)c(C)o2)cc1 (stereo not drawn)	-45	104
COc1ccccc1N1C(=O)c2ccc(C(=O)Nc3ccc(O)cc3C)cc2C1=O	-16	.
C(=N\Nc1nnnn1-c1ccccc1)/c1ccc2c(c1)OCO2	1	.
CCOC(=O)NC1C=CS(=O)(=O)C1 (stereo not drawn)	-1	99
CC(=O)c1ccc(NC(=O)c2ccc(-c3ccc(Br)cc3)o2)cc1	15	.
CC(C)c1ccc(N2C(=O)[C@@H]3Cc4ccccc4CN3C2=O)cc1	9	102
CCOC(=O)c1c(Nc2ccccc2N)cc(C)nc1C	18	77
CCOC(=O)c1ccccc1N(C(=O)C(F)(F)F)C1C=CS(=O)(=O)C1 (stereo not drawn)	-9	.

6 compounds out of the list above, ordered by the number in BAP1 inh, lowest first:
SMILES	HePTP inh	BAP1 inh
CC(C)C(=O)N1CCN(c2nc(-c3ccccc3)c3c(c2C#N)CC(C)(C)OC3)CC1	7	83
COc1ccc(-c2noc(CN(C)S(=O)(=O)c3ccc(Cl)cc3)n2)cc1OC	-9	86
CCN(CC)C(=O)CN1C(=O)C2CC=C(Cl)CC2C1=O (stereo not drawn)	9	97
CC(C)(C)n1nc2c(c1NC(=O)c1ccco1)CS(=O)C2 (stereo not drawn)	-14	105
COc1cc(C(=O)N2CCN(C(=O)c3c(OC)cccc3OC)CC2)cc(OC)c1OC	.	231
N#Cc1c(N)nc(SCC(=O)NCCc2ccccc2)c(C#N)c1-c1cccs1	4	311

Returning to the listing; the five compounds before the break are reprinted first.
SMILES	HePTP inh	BAP1 inh
CCOC(=O)NC1C=CS(=O)(=O)C1 (stereo not drawn)	-1	99
CC(=O)c1ccc(NC(=O)c2ccc(-c3ccc(Br)cc3)o2)cc1	15	.
CC(C)c1ccc(N2C(=O)[C@@H]3Cc4ccccc4CN3C2=O)cc1	9	102
CCOC(=O)c1c(Nc2ccccc2N)cc(C)nc1C	18	77
CCOC(=O)c1ccccc1N(C(=O)C(F)(F)F)C1C=CS(=O)(=O)C1 (stereo not drawn)	-9	.
CC1CCC2(CC1)C(C#N)=C1SCCCN1C(=O)C2C#N (stereo not drawn)	6	.
COCCCNC(=O)CN(c1ccc(OC)c(Cl)c1)S(C)(=O)=O	0	.
O=C(c1ccc2snnc2c1)N1CCN(c2ccccn2)CC1	5	.
O=C(c1sc2ccccc2c1Cl)N1CCN(c2cccc(C(F)(F)F)c2)CC1	-8	.
CCn1nc(C(=O)Nc2ccc(S(=O)(=O)Nc3nccs3)cc2)c2ccccc2c1=O	5	95
Cc1sc(/C=C(/C#N)C(N)=S)cc1Br	-33	.
C=CCn1c(C)c(C(C)=O)c(N2CCOCC2)nc1=S	8	102
Cc1cc(/C=C2/NC(=S)NC2=O)c(C)n1-c1cccc(Cl)c1	-5	.
O=C1Nc2ccccc2C12NN=C(c1ccccc1)S2 (stereo not drawn)	-2	.
COc1cc(C)nc(NCc2ccccc2)n1	5	.
Cc1nc2nc(C)n(-c3ccccc3)c2s1	10	100
C(=N\c1nccs1)/Nc1nccs1	10	105
CC1=NN(c2ccccc2)C(=O)C1/C=C1\C(=O)NC(=O)N(c2ccc(C)cc2)C1=O (stereo not drawn)	-9	.
CNC(=O)CN(c1cccc([N+](=O)[O-])c1)S(=O)(=O)c1ccccc1	6	.
Nc1nc(Nc2ccccc2)nc2ccccc12	5	85
Cc1n[nH]c(C)c1SCC(=O)Nc1ccc(F)cc1	-4	108
COc1cccc(N2C(=O)CSC2=S)c1	-2	.
CCN(C(=O)Cn1c(=O)oc2ccccc21)c1cccc(C(F)(F)F)c1	7	106
CCOc1ccc2nc3sc(C(=O)N4CCN(C)CC4)c(N)c3cc2c1	-4	88
COC(=O)/C=c1\sc2ncnn2c1=O	15	98

Source: PubChem BioAssay
